M1 PAM parental = counter-screen for M1 PAMs: effect in parental CHO-K1 cells | ATP EC20, Fluo-8 calcium fluorescence; 0% at ATP EC20, 100% at ATP max | activation, % at 3 µM | hit rate 0.02% among 360,000 | AID 602247;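 active = activation above the run cutoff, the mean activation of all test compounds plus 3 SD, cut at about 40% in these data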;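 also: peak over basal fluorescence ratio in a 140 s read after ATP addition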
CHO parental Ca = counter-screen for OX1R antagonists: effect in parental CHO cells. inhibition, % at 5.6 µM. hit rate 0.63% among 330,000. parental CHO-K1, ATP-induced calcium, Fluo-8 fluorescence;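 active = inhibition above that plate's mean sample inhibition plus 3 SD, cut at about 26% in these data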;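 also: 0% = ATP-challenged DMSO wells and 100% = DMSO wells without ATP; some compounds past the cut are filed as inactive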
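Assay system – parental CHO cells · Reagent – ATP stimulus · Detection – intracellular calcium via Fluo-8 no-wash fluorescent dye · Evaluation – percent inhibition of ATP-evoked calcium rise, normalized to controls · Controls – ATP wells versus no-ATP DMSO wells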
CHO-K1 Ca antag = M1 antagonist counterscreen hit in parental CHO-K1 cells | ATP-induced calcium, Fluo-8 fluorescence | inhibition, % at 3 µM | hit rate 0.6% among 360,000;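 active = inhibition above a per-plate cutoff, the plate's mean sample inhibition plus 3 SD, cut at about 24% in these data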;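 also: 0% = DMSO plus EC80 ATP and 100% = DMSO alone without ATP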
OXTR potentiator = potentiates the human oxytocin receptor response; CHO-OTR cells, Fluo-8 calcium fluorescence, potentiator mode; 0% = oxytocin EC15, 100% = EC100; activation, % at 3 µM; hit rate 0.061% among 320,000;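 active = activation above that plate's cutoff, the mean activation of tested compounds plus 3 SD, cut at about 6.6% in these data, passing the limit was not always enough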;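 also: 100% uses oxytocin at 75 nM as the full agonist control; some results filed as inactive read as strong as hits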
Target sequence (P30559 whole entry, looked up): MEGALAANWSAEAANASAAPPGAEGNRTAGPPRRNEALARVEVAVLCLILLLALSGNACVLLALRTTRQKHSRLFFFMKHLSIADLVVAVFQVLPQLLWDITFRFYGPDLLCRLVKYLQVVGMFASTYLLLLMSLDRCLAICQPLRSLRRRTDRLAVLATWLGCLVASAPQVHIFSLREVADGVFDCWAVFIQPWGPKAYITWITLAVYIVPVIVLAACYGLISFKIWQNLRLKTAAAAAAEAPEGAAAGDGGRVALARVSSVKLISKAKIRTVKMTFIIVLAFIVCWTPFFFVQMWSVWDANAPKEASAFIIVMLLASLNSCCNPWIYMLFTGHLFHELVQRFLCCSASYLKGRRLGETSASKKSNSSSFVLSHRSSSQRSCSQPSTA
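Assay system: CHO cell line stably expressing human OTR. Reagent: EC15 oxytocin agonist. Dosing: single dose, 3.0 µM nominal final compound concentration. Timing: compound 6 min at room temperature before oxytocin, 100 s read. Signal: kinetic Fluo-8 calcium fluorescence. Controls: oxytocin EC15 low and EC100 high.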
TAAR1 ag = human TAAR1 agonism; CHO RD-HGA16 TAAR1, Fluo-8 calcium fluorescence; vehicle wells 0%, saturating PEA agonist 100%; activation, % at 3 µM; hit rate 0.99% among 360,000; AID 624467;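 active = activation above the mean activation of all test compounds in the run plus 3 SD, cut at about 38% in these data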
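Assay system – CHO-derived RD-HGA16 cells with stable Gα16 and human TAAR1 · Compound dosing – one-point dosing at 3 µM (nominal) · Incubation – 17-24 h seeding, 75 min 37 °C dye, 30 min RT · Measured by – kinetic Fluo-8 calcium fluorescence · Control set – DMSO vehicle as 0%, PEA at EC100 as 100% · Repeats – single well for each compound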
TAAR1 antag = antagonists of human TAAR1; Q96RJ0; CHO RD-HGA16 TAAR1, Fluo-8 calcium fluorescence, antagonist; inhibition, % at 3 µM; hit rate 1.5% among 360,000; AID 624466;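 active = inhibition above a per-plate cutoff, the mean inhibition of test compounds on that plate plus 3 SD, cut at about 49% in these data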;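 also: 0% = DMSO plus EC80 beta-PEA response and 100% = DMSO alone without agonist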
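Test system – hTAAR1-expressing CHO RD-HGA16 cells, Gα16-coupled · Also added – β-PEA at EC80 concentration, post-compound challenge · Compound – 3 µM, single point · Incubation – dye loading 75 min at 37 °C, then 30 min room temperature · Measured by – Fluo-8 intracellular calcium dye fluorescence, real-time kinetic reads · Benchmarks – vehicle and agonist controls · Replicates – singlicate, one well per test compound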
CHO-K1 Ca ag = counter-screen for M1 agonists: effect in parental CHO-K1 cells; Fluo-8 calcium fluorescence; scaled to maximal ATP response, vehicle zero; hit rate 0.48% among 360,000; activation, % at 3 µM; in the data active = activation above about 15%;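 also: untransfected CHO-K1 host cells lacking M1 receptor as counterscreen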
CHRM1 antagonist = blocks human M1 muscarinic receptor. P11229. CHO-K1 hM1, Fluo-8 calcium fluorescence, ACh EC80 antagonist. inhibition, % at 3 µM. hit rate 1.3% among 360,000;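 active = percent inhibition above its own plate's cutoff, namely the mean of that plate's compound wells plus 3 SD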;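 also: peak over basal fluorescence ratio during 140 s after agonist addition; 0% = ACh EC80 plus DMSO and 100% = DMSO alone without agonist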
Target sequence (P11229 whole entry, looked up): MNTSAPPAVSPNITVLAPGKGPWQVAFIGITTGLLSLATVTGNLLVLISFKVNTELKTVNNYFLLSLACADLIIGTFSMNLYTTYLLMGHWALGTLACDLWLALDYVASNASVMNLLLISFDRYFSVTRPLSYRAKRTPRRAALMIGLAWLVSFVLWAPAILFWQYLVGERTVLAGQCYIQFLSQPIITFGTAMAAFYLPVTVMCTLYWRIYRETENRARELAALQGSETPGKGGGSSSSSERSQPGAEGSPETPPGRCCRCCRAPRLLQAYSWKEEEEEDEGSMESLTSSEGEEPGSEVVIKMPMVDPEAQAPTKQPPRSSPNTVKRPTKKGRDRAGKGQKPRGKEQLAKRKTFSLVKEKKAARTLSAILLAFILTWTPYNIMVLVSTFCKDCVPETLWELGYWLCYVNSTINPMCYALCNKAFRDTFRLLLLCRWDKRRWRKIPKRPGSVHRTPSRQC
CHRM1 agonist = agonists of human M1 muscarinic receptor | CHO-K1 hM1, Fluo-8 calcium fluorescence, agonist mode; 0% DMSO, 100% acetylcholine EC100 | activation, % at 3 µM | hit rate 0.33% among 360,000 | AID 588814;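 active = activation above the run's mean compound activation plus 3 SD, cut at about 16% in these data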;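 also: peak over basal fluorescence ratio within a 140 s kinetic read after compound addition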
The depositor's hits bear a star; . = not tested or not shown. Hits appear at their usual frequency; overall some 4.2% were active at least once.

SMILES	M1 PAM parental	CHO parental Ca	CHO-K1 Ca antag	OXTR potentiator	TAAR1 ag	TAAR1 antag	CHO-K1 Ca ag	CHRM1 antagonist	CHRM1 agonist
N#Cc1cc2cc3c(cc2nc1SCC(=O)N1CCCC1)OCCO3	7	-9	-11	-16	.	.	0.4	-6	-3
Cc1cc(N=Cc2cc(Br)ccc2O)no1	20	-7	-13	1	6	2	0.6	-1	-3
CCOc1ccc(CSc2nc(C)cc(COC)c2C#N)cc1OCC	11	0	-6	-2	1	3	8.0	1	-8
Cc1ccc(C(=O)c2ccccc2C(=O)OCC(=O)N2C(C)CCCC2C)cc1 (configuration not stated)	-1	-6	-13	-9	-1	2	0.7	6	-3
COc1ccc(C(=O)NNC(=O)c2ccc(C)cc2)cc1S(=O)(=O)N1CCCC1	18	-9	-5	-2	2	-30	0.3	-9	-4
Cc1cc(C)n2nc(SCN3C(=O)c4ccccc4C3=O)nc2n1	14	-6	3	1	0	-9	1.3	-1	-5
OCC1(Cc2cccc(F)c2)CCN(Cc2cccc3nccnc23)CC1	-6	-9	-4	-9	1	-3	0.7	18	-7
CN(C)c1ccc(/C=C(\NC(=O)c2ccccc2)C(=O)NCc2ccncc2)cc1	2	4	-14	-3	4	7	3.6	-11	-1
COc1cccc(C(=O)C2CN(c3ccccc3)CC2c2ccc(Cl)cc2)c1 (configuration not stated)	-9	-12	-11	-6	2	3	0.4	15	-4
O=C(Nc1ccc(F)c(F)c1)c1cccnc1	10	3	-5	-7	6	-6	0.4	-33	0
CCN(CC(=O)NCc1ccc(Cl)cc1)C(=O)CNS(=O)(=O)c1ccc(NC(C)=O)cc1	26	-13	-8	-2	1	-22	0.6	-12	-5
Cc1cc(C)cc(NC(=O)C(OC(=O)c2ccc(NC(=O)CC#N)cc2)c2ccccc2)c1 (configuration not stated)	11	-9	-7	2	0	-3	1.4	-2	-2
COc1cc(C(=O)Nc2ccc(C(=O)O)cc2)ccc1OC(C)=O	14	-7	-18	9	7	-2	0.9	-8	-2
Cc1cc(C(=O)COC(=O)c2cccnc2Cl)c(C)n1-c1c(C)n(C)n(-c2ccccc2)c1=O	7	-3	-2	3	1	9	0.4	-10	-12
COCCNc1nc(-n2nc(C)cc2C)nc2sc3c(c12)CCCC3	6	-11	-11	-12	21	-5	0.5	-13	-4
CCOC(=O)c1sc(NNC(=O)c2ccc(F)cc2)nc1C	-2	-20	-3	5	2	-11	0.7	-9	2
CCOc1ccc(NC(=O)C/C(C)=N/NC(=O)COc2ccc(Br)cc2C)cc1	-5	-12	-8	-4	0	-5	0.4	-14	-2
Cc1ccc(S(=O)(=O)Nc2ccc3ncccc3c2)cc1	-3	37*	21	-9	7	8	5.5	29*	-3
CCCCc1c(O)nc(SCC(=O)N2CCOCC2)n(-c2ccc(OC)cc2)c1=O	7	-2	17	2	1	-11	1.7	-10	-2
CC(=O)n1c(=O)oc2ccccc21	25	-4	-13	-4	0	-13	-0.3	-10	-3
COc1ccc(-n2nnnc2SCC(=O)c2ccc(OC)c(OC)c2)cc1	4	0	-16	-6	-2	8	3.2	-2	-5
Brc1ccc(OCCCCCN2CCOCC2)cc1	10	-15	-15	-13	10	-45	2.8	7	-4
CCOc1ccc(CCNC(=O)C(C)n2nc(C)c3c(C)n(-c4ccccc4)nc3c2=O)cc1 (configuration not stated)	20	-28	-7	0	1	-24	0.1	-10	-5
O=C(NNC(=O)c1cccc2ccccc12)c1ccc(-c2ccccc2)cc1	14	5	-4	-10	12	37	9.1	16	-2
O=C(Cc1ccccc1)Nc1ccc(NC(=O)c2ccco2)cc1	-26	9	-6	-8	3	-7	1.0	11	-3

Next part; the last two above are carried over.
SMILES	M1 PAM parental	CHO parental Ca	CHO-K1 Ca antag	OXTR potentiator	TAAR1 ag	TAAR1 antag	CHO-K1 Ca ag	CHRM1 antagonist	CHRM1 agonist
O=C(NNC(=O)c1cccc2ccccc12)c1ccc(-c2ccccc2)cc1	14	5	-4	-10	12	37	9.1	16	-2
O=C(Cc1ccccc1)Nc1ccc(NC(=O)c2ccco2)cc1	-26	9	-6	-8	3	-7	1.0	11	-3
Cc1ccccc1NC1=NC2(CCCC2)N=C(N)N1	15	-4	-15	-5	-1	-1	0.3	-10	1
CCN(CC)CCn1c(NCc2cc(OC)ccc2OC)nc2ccccc21	15	-24	-5	-6	2	1	0.7	-23	-5
CC(C)CN1CCN(Cc2nc(C(C)C)cs2)CC1CCO (configuration not stated)	-4	-16	-1	1	0	-3	-0.1	8	-7
O=C1CN(CC(=O)N2CCCCC2)c2ccccc2O1	12	-15	-10	-10	15	5	0.1	-6	-4
CCn1ncc(Br)c1C(=O)Nc1cccc(C(C)=O)c1	-8	1	-4	-4	2	3	0.1	-13	-2
Cc1cccc(CCNC(=O)CCS(=O)(=O)c2ccc3nc(C)sc3c2)c1	6	-16	-4	-5	0	14	1.7	-11	-2
CN(C(=O)c1ccc(NC(=O)Cc2ccc(NC(=O)C3CCN(C(=O)C4CC4)CC3)cc2)cc1)C1CCCC1	4	.	-9	.	1	1	0.6	-27	4
O=C(Nc1ccccc1Cl)c1cc(C2CCCN(C(=O)CCCc3ccccc3)C2)on1 (configuration not stated)	11	.	-7	.	5	4	0.8	-13	-5
O=C(O)CC1S/C(=N/N=C/C2CC=CCC2)NC1=O (configuration not stated)	13	-13	0	7	1	6	-0.1	-4	-6
CCOCCC(=O)Nc1ccc2c(c1)c(=O)n(C)n2C/C=C/c1ccccc1	11	.	-3	.	0	2	0.7	-11	-2
CCN(CCCNC(=O)CCn1c(=O)[nH]c2ccccc2c1=O)c1cccc(C)c1	11	-31	-4	-4	11	-6	0.3	-13	-5
CC(=O)Nc1cccc2c1C(=O)N(c1cccc(OC(C)=O)c1)C2=O	-6	13	-6	-3	2	12	4.5	-7	0
CCCc1ccc(C2C3=C(CC(C)(C)CC3=O)NC3=C2C(=O)c2ccccc23)cc1 (configuration not stated)	28	-10	0	-9	10	-17	6.1	8	-3
O=C(NCc1ccc(F)cc1)c1cccc(S(=O)(=O)N2CCCC2)c1	-3	-14	-4	-13	9	3	0.1	11	-3
Cc1ccccc1-c1nc(CS(=O)(=O)CC(=O)NC2CC2)c(C)o1	11	-12	-8	0	10	-3	2.0	-6	-1
O=C(NCCc1ccc(F)cc1)c1ccc(Cl)c(S(=O)(=O)N2CCOCC2)c1	9	-23	-18	-9	24	15	11	1	2
COc1ccc(CC(=O)Nc2ccc(N3CCCCC3)cc2)cc1	21	1	-22	-23	3	-23	1.6	-2	-5
COc1cc(Cl)ccc1OC1(C)CCN(Cc2ccc3ccccc3c2)C1 (configuration not stated)	11	.	1	.	4	-29	0.9	-10	-4
O=C(NC1CCCCC1)c1ccc(Cn2cc(Br)cn2)o1	-1	-23	9	-5	-1	9	-0.3	6	-4
CCNC(=S)NCc1ccco1	-8	-7	2	-8	0	-20	-0.1	-6	-7
O=c1ccc(-c2nc3ccccc3n2Cc2ccccc2Cl)c[nH]1	17	-17	-4	-8	11	4	0.6	-8	-5
Cc1ccccc1CNC(=O)CCNS(=O)(=O)c1ccc(OC(F)(F)F)cc1	-10	-19	12	-7	23	-3	1.1	3	2
O=S(=O)(c1ccc(Cl)c(Cl)c1)N1CCc2nc3ccccc3n2CC1	-6	.	11	.	3	-14	-0.3	-4	-1
CC(C)CC(=O)Nc1cc([N+](=O)[O-])ccc1Cl	16	-5	-13	3	.	.	0.1	-10	-6
COCC(C)n1c(SCC(=O)NC(=O)NC2CCCC2)nc2ccccc2c1=O (configuration not stated)	-7	-19	-2	0	3	-22	-0.9	3	-5
SMILES	M1 PAM parental	CHO parental Ca	CHO-K1 Ca antag	OXTR potentiator	TAAR1 ag	TAAR1 antag	CHO-K1 Ca ag	CHRM1 antagonist	CHRM1 agonist
CC(=O)c1ccc(N(CC(=O)NC2CCCCC2)C(=O)CNC(=O)c2ccco2)cc1	-15	-7	7	-1	5	-16	0.0	9	-1
CCc1nnc(NC(=O)CCC(=O)NC2CCCc3ccccc32)s1 (configuration not stated)	13	0	-4	0	2	-24	0.1	-7	-8
CCN(C(C)=O)c1cnc(C=NNC(N)=S)c2ccccc12	24	.	-14	.	4	-11	0.2	-9	3
COc1ccccc1OCCC(=O)OCC(=O)Nc1cc(S(=O)(=O)N2CCOCC2)ccc1Cl	10	-17	-14	-8	6	-2	5.8	-6	-5
CCCCCC(=O)C(=O)c1ccc(O)cc1O	17	-7	-7	-18	2	-3	1.3	-5	-4
O=C(Nc1nnc([C@@H]2C[C@H](O)[C@@H](CO)O2)s1)c1cccc(OC(F)(F)F)c1	11	.	3	.	8	-4	-0.1	-14	-3
Cc1nn(Cc2c(Cl)cccc2Cl)c(C)c1C(=O)NCc1ccc(C)n1C	0	-10	0	-3	11	-33	-0.2	3	-4
CCn1c(=S)sc2c(=O)n(-c3ccccc3)c(SCC(=O)NCc3ccco3)nc21	19	-21	-5	-1	8	-3	-0.5	3	-8

Compounds above containing an aryl thioether with sulfur outside any ring, in the order listed:
SMILES	M1 PAM parental	CHO parental Ca	CHO-K1 Ca antag	OXTR potentiator	TAAR1 ag	TAAR1 antag	CHO-K1 Ca ag	CHRM1 antagonist	CHRM1 agonist
N#Cc1cc2cc3c(cc2nc1SCC(=O)N1CCCC1)OCCO3	7	-9	-11	-16	.	.	0.4	-6	-3
CCOc1ccc(CSc2nc(C)cc(COC)c2C#N)cc1OCC	11	0	-6	-2	1	3	8.0	1	-8
Cc1cc(C)n2nc(SCN3C(=O)c4ccccc4C3=O)nc2n1	14	-6	3	1	0	-9	1.3	-1	-5
CCCCc1c(O)nc(SCC(=O)N2CCOCC2)n(-c2ccc(OC)cc2)c1=O	7	-2	17	2	1	-11	1.7	-10	-2
COc1ccc(-n2nnnc2SCC(=O)c2ccc(OC)c(OC)c2)cc1	4	0	-16	-6	-2	8	3.2	-2	-5
COCC(C)n1c(SCC(=O)NC(=O)NC2CCCC2)nc2ccccc2c1=O (configuration not stated)	-7	-19	-2	0	3	-22	-0.9	3	-5
CCn1c(=S)sc2c(=O)n(-c3ccccc3)c(SCC(=O)NCc3ccco3)nc21	19	-21	-5	-1	8	-3	-0.5	3	-8

High-throughput results deposited in PubChem BioAssay by The Scripps Research Institute Molecular Screening Center.
